Screening results as filed in PubChem.
Vc quorum ag – quorum light induction in luxS cqsA deficient V. cholerae; V. cholerae BH1578 lux reporter, luminescence, 6 h; activation, % at 18.7 µM; 350,000 compounds, 0.16% hits; in the data active = activation mostly above about 9.7%, no sharp cut-off; inconclusive = no clear call, values can overlap the other calls; inactive = mostly below about 3.7%; also: not every result past the cut was called active; inactives centre near 0; reference of the scale not given here
BoNT-A LC inh2 – BoNT A light chain protease inhibition; multiplex microsphere protease substrate cleavage, flow cytometry; inhibition, % at 10 µM; 360,000 compounds, 0.17% hits; also: plate controls were buffer without enzyme for full effect and enzyme alone for no effect
3CLpro inhibitor – SARS-CoV 3CLpro protease inhibition | P0C6X7 | recombinant SARS-CoV 3CLpro, quenched FRET peptide cleavage | inhibition, % at 6 µM | 290,000 compounds, 0.14% hits | AID 1706; in the data active = inhibition above about 12%
PrPC surface inh – cell surface PrPC inhibition, primary TR-FRET screen; P04156; TR-FRET read-out; inhibition, % at 13.8 µM; 370,000 compounds, 0.43% hits; AID 720596; in the data active = inhibition above about 24%; also: 0% = median of the test wells and 100% = reference compound wells
PriA SSB inh – inhibitors of Klebsiella pneumoniae PriA binding to SSB C-terminal tail | AlphaScreen SSBct-PriA binding, biotinylated peptide | inhibition, % at 33 µM | 430,000 compounds, 0.6% hits | AID 1272365; in the data active = inhibition mostly above about 37%, no sharp cut-off; inactive = mostly below about 20%;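 also: plate controls were negative control peptide for no effect and reference peptide for full effect; strong numbers were not always called active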
PfHsp40 yeast – restores yeast growth despite PfHsp40 toxicity; growth rescue, % at 12.5 µM; S. cerevisiae expressing PfHsp40, growth rescue, ATP luminescence; 340,000 compounds, 0.68% hits; AID 504582; in the data active = growth rescue above about 28%, passing the limit was not always enough; inconclusive = no clear call, values can overlap the other calls;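 also: yeast W303a lacking pdr1 and pdr3 grown in galactose medium; growth measured after three days at 30 °C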
Anthrax LF prot – inhibitors of Bacillus anthracis lethal factor protease; P15917; multiplex microsphere protease cleavage assay, LF; inhibition, % at 10 µM; 360,000 compounds, 0.12% hits; also: plate controls were buffer without enzyme for full effect and enzyme alone for no effect
Target sequence (P15917 whole entry, looked up): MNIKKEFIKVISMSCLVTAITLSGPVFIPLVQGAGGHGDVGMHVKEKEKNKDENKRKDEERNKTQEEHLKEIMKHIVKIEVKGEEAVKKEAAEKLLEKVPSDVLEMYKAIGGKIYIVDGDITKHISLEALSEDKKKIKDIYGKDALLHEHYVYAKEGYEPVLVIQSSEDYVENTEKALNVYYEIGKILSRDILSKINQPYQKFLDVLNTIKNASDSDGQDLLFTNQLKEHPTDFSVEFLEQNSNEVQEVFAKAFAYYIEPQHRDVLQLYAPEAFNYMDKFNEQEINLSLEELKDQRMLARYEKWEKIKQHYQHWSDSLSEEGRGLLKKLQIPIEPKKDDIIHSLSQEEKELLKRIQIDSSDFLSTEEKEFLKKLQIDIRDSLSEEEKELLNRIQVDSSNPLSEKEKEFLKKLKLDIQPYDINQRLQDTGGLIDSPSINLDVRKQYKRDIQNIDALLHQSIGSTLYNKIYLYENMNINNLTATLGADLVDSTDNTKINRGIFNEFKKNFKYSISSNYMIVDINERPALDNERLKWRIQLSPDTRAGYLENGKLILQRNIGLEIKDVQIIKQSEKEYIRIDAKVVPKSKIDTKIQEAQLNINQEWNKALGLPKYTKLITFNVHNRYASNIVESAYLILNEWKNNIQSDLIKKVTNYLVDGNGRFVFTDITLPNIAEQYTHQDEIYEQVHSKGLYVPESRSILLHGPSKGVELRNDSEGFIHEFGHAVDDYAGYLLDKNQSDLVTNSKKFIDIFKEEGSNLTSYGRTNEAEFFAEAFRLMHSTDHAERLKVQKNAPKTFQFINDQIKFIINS
TcdB inh – TcdB glycohydrolase inhibition. P18177. TcdB glycohydrolase enzymatic assay, plate reader. inhibition, % at 9.99 µM. 350,000 compounds, 0.24% hits. AID 652162; in the data active = inhibition above about 10%
Yp Topo-I inh – blocks Yersinia pestis topoisomerase I activity; 360,000 compounds, 0.064% hits; AID 504884; Y. pestis Topo-I cleavage product accumulation, plate reader; activity, % at 10 µM; in the data active = activity above about 50%, passing the limit was not always enough; inconclusive = no clear call, values can overlap the other calls; also: inactives centre near 2
Numbers without * were called inactive. Rule as the data show it, unless noted: active = inhibition above about 30%; inconclusive = no clear call, values can overlap the other calls; inactive = below that. The list is partial; count on the stated rates, not on these rows.

How did COc1ccc(-n2ncc3c(NCc4cccs4)ncnc32)cc1 do in these assays?
Vc quorum ag: inactive; BoNT-A LC inh2: -0.2; 3CLpro inhibitor: 2; PrPC surface inh: 14; PriA SSB inh: -19; PfHsp40 yeast: 4.1; Anthrax LF prot: -2; TcdB inh: 0.0; Yp Topo-I inh: -2

What do the screens show for `O=C(Nc1ccc(Cl)cc1)c1ccc(CN2CCc3ccccc3C2)cc1`?
Vc quorum ag: inactive; BoNT-A LC inh2: -1.2; 3CLpro inhibitor: -3; PrPC surface inh: 0; PriA SSB inh: 10; PfHsp40 yeast: 2.0; Anthrax LF prot: 9; TcdB inh: 0.7; Yp Topo-I inh: 4

How did CCCCN1C(=O)C(CC(=O)NCC2CCCCC2)CC(C(=O)N(C(C)C)C(C)C)=C1C (stereo not given) do in these assays?
Vc quorum ag: -0.2; BoNT-A LC inh2: -0.4; PrPC surface inh: 1; Anthrax LF prot: 1; TcdB inh: 0.0; Yp Topo-I inh: 19

How did Nc1ccc2[nH]c(=S)sc2c1 do in these assays?
Vc quorum ag: -7.1; BoNT-A LC inh2: -0.2; PrPC surface inh: 8; PriA SSB inh: 8; PfHsp40 yeast: -1.0; Anthrax LF prot: -5; TcdB inh: -0.2; Yp Topo-I inh: -12

How did CC(/C=N/NC(=O)c1ccc(Br)cc1)=C\c1ccccc1 do in these assays?
Vc quorum ag: -0.7; BoNT-A LC inh2: -0.9; 3CLpro inhibitor: 7; PrPC surface inh: 7; PfHsp40 yeast: -0.5; Anthrax LF prot: -3; TcdB inh: -0.4; Yp Topo-I inh: -5

What do the screens show for `CCc1noc(C)c1C(=O)N1CCN(S(=O)(=O)c2ccc(C(C)=O)cc2)CC1`?
Vc quorum ag: inactive; BoNT-A LC inh2: 2.5; PrPC surface inh: 3; PriA SSB inh: 5; PfHsp40 yeast: -1.6; Anthrax LF prot: -4; TcdB inh: 1.7; Yp Topo-I inh: 11

Results for Cc1ccc(C(=O)NCc2ccc3c(c2)OCO3)cc1S(=O)(=O)N1CCCCC1 ?
Vc quorum ag: inactive; BoNT-A LC inh2: 0.1; 3CLpro inhibitor: 4; PrPC surface inh: 4; PriA SSB inh: -8; PfHsp40 yeast: 1.9; Anthrax LF prot: -2; Yp Topo-I inh: 12

How did Cn1c(=O)c2c(nc(CN3CCc4ccccc4C3)n2Cc2ccc(F)cc2)n(C)c1=O do in these assays?
Vc quorum ag: 3.7; BoNT-A LC inh2: 0.5; 3CLpro inhibitor: 3; PrPC surface inh: -5; PriA SSB inh: -6; PfHsp40 yeast: 1.1; Anthrax LF prot: -4; TcdB inh: -0.2; Yp Topo-I inh: 4

Results for CCCCNC(=O)CSc1nc2ccccc2c(=O)n1CC1COc2ccccc2O1 (stereo not given) ?
BoNT-A LC inh2: inconclusive; 3CLpro inhibitor: -1; PrPC surface inh: -1; PriA SSB inh: -1; PfHsp40 yeast: 3.0; Anthrax LF prot: -6; Yp Topo-I inh: 8

What do the screens show for `COc1cccc(-c2cnc(C(O)c3ccc(-c4ccccc4)cc3)[nH]2)c1` (stereo not given)?
Vc quorum ag: -0.9; BoNT-A LC inh2: -0.5; PrPC surface inh: 7; Anthrax LF prot: -6; TcdB inh: 1.1; Yp Topo-I inh: -2

How did CCc1ccc(CCC(=O)Nc2ccc(C(C)=O)cc2)o1 do in these assays?
BoNT-A LC inh2: -1.2; 3CLpro inhibitor: 1; PrPC surface inh: 7; PriA SSB inh: -13; PfHsp40 yeast: 0.5; Anthrax LF prot: -3; Yp Topo-I inh: -2

What do the screens show for `Nc1nc2c([N+](=O)[O-])cccc2s1`?
Vc quorum ag: -0.3; BoNT-A LC inh2: -0.1; 3CLpro inhibitor: 0; PrPC surface inh: -13; PriA SSB inh: -9; PfHsp40 yeast: -0.4; Anthrax LF prot: -1; TcdB inh: 0.8; Yp Topo-I inh: 7

How did CC(=O)OCCN1c2ccccc2Sc2cnccc21 do in these assays?
Vc quorum ag: inactive; BoNT-A LC inh2: -0.1; PrPC surface inh: -7; Anthrax LF prot: 3; TcdB inh: 2.9; Yp Topo-I inh: 13

How did CCOC(=O)Cn1c(=O)oc2cc(S(=O)(=O)N3CCc4ccccc43)ccc21 do in these assays?
BoNT-A LC inh2: 0.0; 3CLpro inhibitor: -3; PrPC surface inh: 5; PriA SSB inh: 4; PfHsp40 yeast: -0.3; Anthrax LF prot: 0; TcdB inh: 0.3; Yp Topo-I inh: 23

Results for Cc1ccc2cc(CN(Cc3ccco3)S(=O)(=O)c3c(C)ccc4nsnc34)c(=O)[nH]c2c1 ?
Vc quorum ag: -2.4; BoNT-A LC inh2: 0.5; 3CLpro inhibitor: -6; PrPC surface inh: -16; PriA SSB inh: 1; PfHsp40 yeast: 0.6; Anthrax LF prot: 2; Yp Topo-I inh: 0

What do the screens show for `COC(=O)CSc1nnc(-c2cccs2)n1-c1ccc(Cl)cc1`?
Vc quorum ag: inactive; BoNT-A LC inh2: 0.6; 3CLpro inhibitor: -2; PrPC surface inh: 4; PriA SSB inh: -12; PfHsp40 yeast: -0.9; Anthrax LF prot: -3; Yp Topo-I inh: 7

How did CC1(C)Cc2c(C#N)c(N3CCN(C(=O)c4ccccc4Cl)CC3)nc(-c3ccco3)c2CS1 do in these assays?
Vc quorum ag: 0.9; BoNT-A LC inh2: 6.0; 3CLpro inhibitor: 2; PrPC surface inh: 1; PriA SSB inh: -3; PfHsp40 yeast: -0.4; Anthrax LF prot: 4; Yp Topo-I inh: 27

How did Cc1cc(C)nc(SCc2nnc(SCC(=O)N3CCOCC3)o2)n1 do in these assays?
Vc quorum ag: inactive; BoNT-A LC inh2: -0.6; 3CLpro inhibitor: -2; PrPC surface inh: 6; PriA SSB inh: 6; PfHsp40 yeast: -0.7; Anthrax LF prot: -1; Yp Topo-I inh: -3

How did C/C(=N\NC(=O)c1ccc(C)cc1C)c1ccc2c(c1)OCO2 do in these assays?
Vc quorum ag: -0.2; BoNT-A LC inh2: 0.0; 3CLpro inhibitor: 4; PrPC surface inh: -3; PfHsp40 yeast: 0.5; Anthrax LF prot: 0; Yp Topo-I inh: -7

What do the screens show for `CC(C(N)=O)N1C(=O)C2C3C=CC(C3)C2C1=O` (stereo not given)?
Vc quorum ag: -0.6; BoNT-A LC inh2: 0.0; 3CLpro inhibitor: 7; PrPC surface inh: -5; PriA SSB inh: 0; PfHsp40 yeast: -0.3; Anthrax LF prot: -6; Yp Topo-I inh: -1

What do the screens show for `COc1cc(CCN2C(=O)c3cccc4cccc(c34)C2=O)c(S(=O)(=O)NCCO)cc1OC`?
Vc quorum ag: -0.3; BoNT-A LC inh2: -0.4; 3CLpro inhibitor: -3; PrPC surface inh: -31; PriA SSB inh: -7; PfHsp40 yeast: 0.0; Anthrax LF prot: 1; Yp Topo-I inh: 6

How did CN(Cc1ccccc1)C1CCN(Cc2ccccc2[N+](=O)[O-])CC1 do in these assays?
Vc quorum ag: inactive; BoNT-A LC inh2: -6.2; 3CLpro inhibitor: -5; PrPC surface inh: -7; PriA SSB inh: -9; PfHsp40 yeast: 1.3; Anthrax LF prot: 3; TcdB inh: 1.7; Yp Topo-I inh: -2

Results for COc1cc2c(N3CCOCC3)cc(O)c(CC(=O)Nc3ccccc3)c2cc1OC ?
Vc quorum ag: inactive; BoNT-A LC inh2: 1.1; 3CLpro inhibitor: -5; PrPC surface inh: 1; PriA SSB inh: -4; PfHsp40 yeast: 0.2; Anthrax LF prot: -2; Yp Topo-I inh: -6

Results for O=C(COc1ccc(Br)cc1Cl)NC1CCN(Cc2ccccc2)CC1 ?
Vc quorum ag: -0.4; BoNT-A LC inh2: -0.2; 3CLpro inhibitor: 0; PrPC surface inh: -7; PriA SSB inh: 6; PfHsp40 yeast: -1.6; Anthrax LF prot: 2; TcdB inh: 1.0; Yp Topo-I inh: 23

How did NC(=O)c1sc2nc(-c3ccccc3)ccc2c1N do in these assays?
Vc quorum ag: 0.7; BoNT-A LC inh2: 0.3; 3CLpro inhibitor: 3; PrPC surface inh: -17; PriA SSB inh: -20; PfHsp40 yeast: -0.1; Anthrax LF prot: 18; TcdB inh: 3.1; Yp Topo-I inh: 3

What do the screens show for `c1ccc(Oc2ccc(-n3cnnn3)cc2)cc1`?
Vc quorum ag: -0.2; BoNT-A LC inh2: inconclusive; 3CLpro inhibitor: 1; PrPC surface inh: 9; PriA SSB inh: -21; PfHsp40 yeast: 3.1; Anthrax LF prot: -8; TcdB inh: 0.1; Yp Topo-I inh: 8

How did CCOc1cc(/C=N/n2cnnc2)ccc1OS(=O)(=O)c1ccccc1 do in these assays?
Vc quorum ag: -0.5; BoNT-A LC inh2: 0.2; 3CLpro inhibitor: 3; PrPC surface inh: 5; PfHsp40 yeast: -0.1; Anthrax LF prot: -2; TcdB inh: 3.6; Yp Topo-I inh: 5

Results for Cc1ccc2c3c([nH]c2c1)C(=O)CC(C)(C)S3 ?
Vc quorum ag: -0.2; BoNT-A LC inh2: -1.1; 3CLpro inhibitor: 3; PrPC surface inh: 0; PriA SSB inh: -5; PfHsp40 yeast: 0.3; Anthrax LF prot: -8; TcdB inh: 1.1; Yp Topo-I inh: 9

Results for O=C(Nc1ccccc1)C1CCN(C(=O)c2ccc([N+](=O)[O-])cc2)CC1 ?
Vc quorum ag: -0.6; BoNT-A LC inh2: 0.4; 3CLpro inhibitor: -4; PrPC surface inh: -17; PriA SSB inh: -4; PfHsp40 yeast: 0.6; Anthrax LF prot: 3; TcdB inh: -10; Yp Topo-I inh: -5

What do the screens show for `Cc1nn(CCC(=O)NCc2ccc(N(C)C)cc2)c(=O)c2nn(-c3ccccc3)c(C)c12`?
Vc quorum ag: -0.3; BoNT-A LC inh2: 1.7; 3CLpro inhibitor: 3; PrPC surface inh: -3; PriA SSB inh: -8; PfHsp40 yeast: -0.5; Anthrax LF prot: 3; TcdB inh: -4.9; Yp Topo-I inh: -4

How did COc1ccc(C2CC(=O)Oc3c(C(CCN4CCN(c5ccccc5)CC4)c4ccc(N(C)C)cc4)c(OC)cc(OC)c32)cc1 (stereo not given) do in these assays?
Vc quorum ag: -3.7; BoNT-A LC inh2: -1.2; PrPC surface inh: -4; PriA SSB inh: 5; PfHsp40 yeast: -0.1; Anthrax LF prot: -10; TcdB inh: -1.0; Yp Topo-I inh: 13

What do the screens show for `CC(C)c1nc2n[nH]c(N)c2c2c1CCC2`?
Vc quorum ag: inactive; BoNT-A LC inh2: -1.6; 3CLpro inhibitor: 3; PrPC surface inh: 9; PriA SSB inh: -4; PfHsp40 yeast: -0.6; Anthrax LF prot: 3; Yp Topo-I inh: -1

Results for COC(=O)/C(=C\c1ccc2c(c1)c1ccccc1n2C)NC(=O)c1ccccc1 ?
Vc quorum ag: inactive; BoNT-A LC inh2: -1.6; 3CLpro inhibitor: 6; PrPC surface inh: -6; PriA SSB inh: 0; PfHsp40 yeast: -0.7; Anthrax LF prot: -4; Yp Topo-I inh: 14

How did Clc1ccccc1/C=C/C=N/Nc1nc(N2CCOCC2)nc(N2CCOCC2)n1 do in these assays?
Vc quorum ag: -0.1; BoNT-A LC inh2: -0.4; 3CLpro inhibitor: -1; PrPC surface inh: -15; PfHsp40 yeast: 0.4; Anthrax LF prot: -2; TcdB inh: -0.6; Yp Topo-I inh: 1

Results for COc1cccc(/C=N/n2c(COc3ccccc3)n[nH]c2=S)c1OC ?
Vc quorum ag: -0.3; BoNT-A LC inh2: -1.0; 3CLpro inhibitor: 3; PrPC surface inh: -12; PfHsp40 yeast: 2.0; Anthrax LF prot: -18; TcdB inh: 2.1; Yp Topo-I inh: 8

Already shown: two of the compounds above.
How did NC(=O)c1sc2nc(-c3ccccc3)ccc2c1N do in these assays?
Vc quorum ag: 0.7; BoNT-A LC inh2: 0.3; 3CLpro inhibitor: 3; PrPC surface inh: -17; PriA SSB inh: -20; PfHsp40 yeast: -0.1; Anthrax LF prot: 18; TcdB inh: 3.1; Yp Topo-I inh: 3

What do the screens show for `c1ccc(Oc2ccc(-n3cnnn3)cc2)cc1`?
Vc quorum ag: -0.2; BoNT-A LC inh2: inconclusive; 3CLpro inhibitor: 1; PrPC surface inh: 9; PriA SSB inh: -21; PfHsp40 yeast: 3.1; Anthrax LF prot: -8; TcdB inh: 0.1; Yp Topo-I inh: 8
